# Bioassay records as filed in PubChem BioAssay.
# TrxR1 substrate – rat thioredoxin reductase 1 substrate activity; purified TrxR1 substrate turnover, NADPH consumption readout; O89049; actives 0.01% (n = 390,000); Potency, µM (highest dose often 114 µM), for inactives: top-dose activity change, negative = substrate turnover; AID 588456; further: potency means the concentration at half of the fitted maximal effect; on the % scale 0 is the no-effect control and ±100 the full control effect; nearly all actives have a fitted effect of over 50% in size
#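 Rat TrxR1, dispensed at 90 nM, was prereduced with 400 uM NADPH (final) for 5 min at ~22 deg C, then incubated with compound 15 min before 400 uM selenite. A first-read NADPH fluorescence drop versus no-compound background flagged substrates.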
# USP1-UAF1 inh – inhibitors of human USP1/UAF1 deubiquitinase | O94782 | recombinant USP1/UAF1, Ub-Rhodamine cleavage fluorescence | Potency, µM (series often up to 57.1 µM), inactives show at the top dose activity change, negative = inhibition, usual class: inhibitors | actives 0.23% (n = 390,000) | AID 743255; further: potency means the concentration at half of the fitted maximal effect; on the % scale 0 is the no-effect control and ±100 the full control effect; nearly all actives have a fitted effect of over 60% in size; inactives centre near -12
#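 Step one: compound is pinned into 1nM USP1/UAF1 in HEPES pH 7.8 buffer with TCEP. Step two: 15 min room-temperature incubation. Step three: Ub-Rho (150nM final) starts cleavage, tracked by fluorescence over six one-minute reads.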
# TrxR1 inh – inhibitors of rat thioredoxin reductase 1 | AID 588453 | O89049 | recombinant rTrxR1, NADPH fluorescence consumption, selenite substrate | actives 1% (n = 390,000) | Potency, µM (top dose mostly 114 µM), without a hit: at the top dose activity change, negative = inhibition, hits mostly inhibitors; further: potency means the concentration at half of the fitted maximal effect; on the % scale 0 is the no-effect control and ±100 the full control effect; nearly all actives have a fitted effect of over 65% in size
#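 Rat TrxR1 (90 nM in the dispensed reagent) was pre-reduced with 400 uM NADPH for 5 min at room temperature, then incubated with compound for 15 min. After 400 uM selenite was added, NADPH fluorescence (Ex 340/Em 450 nm) was followed for 8 min.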
# TRHR ag – activates the human TRH receptor | activation, % at 2 µM | actives 0.18% (n = 360,000) | P34981 | TRHR cells, calcium flux fluo-8, FDSS agonist mode | AID 493084; in the data active means activation above about 30%; further: 0% is about no effect
# Target sequence (P34981 whole entry, looked up): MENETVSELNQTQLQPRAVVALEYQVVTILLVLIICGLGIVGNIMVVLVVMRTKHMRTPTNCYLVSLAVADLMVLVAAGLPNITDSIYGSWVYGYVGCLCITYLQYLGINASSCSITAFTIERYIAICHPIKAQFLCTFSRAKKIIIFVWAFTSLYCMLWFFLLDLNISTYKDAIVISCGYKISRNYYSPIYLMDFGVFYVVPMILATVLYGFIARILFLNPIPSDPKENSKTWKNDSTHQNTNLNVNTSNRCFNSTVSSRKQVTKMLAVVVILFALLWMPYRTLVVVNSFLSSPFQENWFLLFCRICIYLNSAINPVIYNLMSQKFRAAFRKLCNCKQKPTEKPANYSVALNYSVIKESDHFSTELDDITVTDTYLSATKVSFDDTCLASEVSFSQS
#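 Steps: seed TRHR cells overnight; add fluo-8 no-wash Ca dye, RT 30 min–1.5 h; record 10 s baseline; pin-transfer compounds; monitor fluorescence 1 cycle/s for the agonist window. Calcium increases flag candidate agonists.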
# mIDH1 inhibitor – inhibitors of human mutant IDH1 R132H; O75874; IDH1-R132H enzyme, NADPH consumption, diaphorase/resazurin fluorescence; Potency, µM (series often up to 76.6 µM), for the others: at the top dose activity change, negative = inhibition, most hits filed as inhibitors; actives 0.093% (n = 390,000); further: potency means the concentration at half of the fitted maximal effect; on the % scale 0 is the no-effect control and ±100 the full control effect; nearly all actives have a fitted effect of over 65% in size
# Target sequence (O75874 whole entry R132H, stated change not applied): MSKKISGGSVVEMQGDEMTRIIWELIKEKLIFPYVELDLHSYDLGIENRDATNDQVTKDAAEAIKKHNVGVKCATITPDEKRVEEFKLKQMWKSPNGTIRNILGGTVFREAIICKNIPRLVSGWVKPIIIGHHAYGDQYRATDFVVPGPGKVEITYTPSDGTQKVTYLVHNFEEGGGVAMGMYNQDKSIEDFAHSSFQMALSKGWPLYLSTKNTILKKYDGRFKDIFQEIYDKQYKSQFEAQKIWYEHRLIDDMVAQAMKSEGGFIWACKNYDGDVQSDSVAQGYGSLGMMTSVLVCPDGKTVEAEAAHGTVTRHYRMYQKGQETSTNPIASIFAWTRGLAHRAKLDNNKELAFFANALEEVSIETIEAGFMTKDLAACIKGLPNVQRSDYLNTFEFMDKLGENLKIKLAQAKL
#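 IDH1-R132H (0.5 ug/mL) preincubated 30 min with compound, then NADPH (0.016 mM) and alpha-KG (2 mM) added; 80 min at RT, pH 7.5. Remaining NADPH coupled via diaphorase/resazurin to fluorescence (540/590 nm); concentration-response curves normalized to no-enzyme control.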
# PI4K2A block – inhibitors of human PI4K2A; purified PI4K2A, ADP-Glo luminescence, 1 h; active compounds read low; activity change, negative = inhibition, % at 76.9 µM; actives 0.13% (n = 420,000); AID 1346378; in the data active means activity change below about -50%; inconclusive means mostly about -30% to -49%;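 further: -100% = wells without enzyme as full effect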
#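 In this quantitative HTS, ADP production by PI4K2A was quantified luminescently after 1 h at ambient temperature; 100 microM adenosine served as plate-quality control.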
# D2 agonist – D2 dopamine receptor (human) agonism. HEK293 T-REx D2 cells, calcium flux agonist mode. activation, % at 2 µM. actives 0.53% (n = 340,000);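 active means activation over 3 SD above normal in the single-dose calcium agonist read, cut at about 30% in these data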; further: 0% is about no effect
#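 Agonism scored from kinetic calcium signal (1 read/sec, 180 s) following compound pin transfer, after a 10 s baseline. Cells: HEK293 Trex line expressing inducible D2 receptor coupled to calcium, dye-loaded after overnight culture at 30 C.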
# D2 antag – D2 dopamine receptor (human) antagonism | P14416 | HEK293 TREx D2 cells, calcium flux, dopamine EC80 | inhibition, % at 10 µM | actives 2% (n = 340,000) | AID 485344; in the data active means inhibition above about 30%; further: 0% is about no effect
#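 Tetracycline-induced HEK293 T-REx cells expressing D2 force-coupled to calcium signalling were dye-loaded, exposed to compound for 180 s, then challenged with an EC80 of dopamine; calcium flux was followed kinetically for a further 180 s.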
# TRHR enhancer – allosteric enhancers of human TRH receptor | TRHR cells, fluo-8 calcium fluorescence, EC20 TRH enhancement | enhancement, % at 2 µM | P34981 | actives 0.66% (n = 360,000); in the data active means enhancement above about 30%; further: 0% is about no effect
#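 Enhancer read-out: after compound pinning and an initial kinetic agonist-mode read, an EC20 of TRH (10 nM final) was injected and fluo-8 calcium signal (Ex 480/Em 530) followed at 1 s/cycle for 100 cycles in TRHR-expressing cells.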
# * marks the source's active call; other numbers are inactive results; ? = inconclusive; nt = no result given; [ ] = another dose, or the depositor's remark. Unless noted, the call rests on the fitted dose curve; in most records, active means well fitted inhibition curve with a large enough effect; inconclusive means small, poorly fitted or top-dose-only effect; inactive means no such curve, though single readings can be large or run the other way. Outcome played no part in choosing rows; about 3.9% have a hit in one of these screens.
SMILES	D2 antag	USP1-UAF1 inh	TRHR ag	TrxR1 inh	D2 agonist	TRHR enhancer	PI4K2A block	TrxR1 substrate	mIDH1 inhibitor
CCOC(=O)C1=NN(C(=O)c2ccco2)C2(CC2)C1	20	-4%	-0.4	-6%	-1.7	-6	3	-5%	4%
C[C@H](CO)N1C[C@H](C)[C@H](CN(C)S(=O)(=O)c2cn(C)cn2)Oc2ccc(NC(=O)Nc3ccc(C(F)(F)F)cc3)cc2CC1=O	nt	-25%	nt	-15%	nt	nt	0	-7%	4%
COc1cc(/C=N/NC(=S)NC2CC3CC2C2C=CCC32)ccc1O (stereo not given)	-6	?	-0.8	14%[11.4 µM]	-1.2	-1	3	9%[57.1 µM]	-15%
O=C(CCn1c(=O)sc2ccccc21)NC1=NCCS1	6	-30%	0.2	28%	0.1	-4	1	10%	0%
Cc1cccc(-c2noc(CSc3nc(-c4ccc(F)cc4)cc(=O)[nH]3)n2)c1	nt	6%	-0.1	24%[57.1 µM]	1.0	0	-2	9%[57.1 µM]	-10%
CC1=CC(=O)C(C(C)=Nc2ccccc2[N+](=O)[O-])C(=O)O1 (stereo not given)	nt	-9%	nt	9%[57.1 µM]	nt	nt	2	-12%	17%
O=C(c1ccc(S(=O)(=O)N2CCCC2)cc1)N1CCCCC1	-10	-5%	0.3	26%	0.5	-8	-8	12%	0%
COc1ccc(O[C@H]2C=C[C@@H](c3ccccc3)O[C@@H]2COC(=O)CC/C(C)=N/O[C@@H](C)c2cc(-c3c(C)cc(C)cc3C)no2)cc1	-32	nt	2.3	nt	4.5	-2	nt	nt	nt
Cc1cc(C)c(NC(=O)CSc2nc(=O)n(CCN3CCOCC3)c3c2CCC3)c(C)c1	10	-17%	-0.4	8%	0.0	0	-5	-6%	2%
Cc1ccccc1OCC(=O)Nc1ccc2nc(SCC(=O)N3CCOCC3)sc2c1	nt	-6%	0.3	10%	1.3	-3	1	2%	-11%
CCc1cc(C(=O)Cc2ccccn2)c(O)cc1O	-2	-8%	0.6	17%[57.1 µM]	2.2	6	3	-10%	-8%
CS(=O)(=O)c1ccc(Cl)c(NC(=O)CSc2nc3ccccc3c(=O)n2CCCN2CCOCC2)c1	2	-15%	0.3	17%	-1.1	1	-1	4%	2%
CN(Cc1nccn1C)C(=O)c1cc(COc2cccc(C(F)(F)F)c2)on1	1	-17%	-0.9	16%[57.1 µM]	-1.8	-1	6	6%[57.1 µM]	6%
CC1=CC(=O)Nc2ccccc2S1	nt	22µM*	nt	-21%[11.4 µM]	nt	nt	-3	7%[57.1 µM]	2%
COc1ccc(CN2C=C3C(=O)C(C)(OC(=O)C4CCCC4)C(=O)C=C3C=C2c2ccsc2)cc1 (stereo not given)	20	-16%	0.0	4%[57.1 µM]	0.1	0	-3	3%[57.1 µM]	-9%
COc1ccc(C(=O)NC(=S)N2CCC(C)CC2)cc1	-6	-4%	0.0	-4%	-0.1	2	-2	4%	-2%
COc1ccc2c(C)cc(SCC(=O)Nc3ccc(Cl)cn3)nc2c1	-10	-5%	0.3	-20%	-0.1	5	2	-8%	0%
Cc1[nH]c2ccccc2c1CCN(Cc1cccnc1)C(=S)NC(C)(C)C	-3	-20%	1.3	8%	10	-4	2	1%	-1%
COc1ccc(OC)c2sc(N3CCN(C(=O)c4ccco4)CC3)nc12	nt	-1%	-0.4	15%[57.1 µM]	-0.3	-2	-1	1%[57.1 µM]	1%
O=C(CNC(=O)c1cnccn1)Nc1ccc(F)c(F)c1F	-7	-3%	0.1	1%[57.1 µM]	0.7	0	-1	13%[57.1 µM]	1%
Cn1c(-c2ccc(F)cc2)cnc1SCC(=O)Nc1ccccc1N1CCOCC1	-3	-15%	-0.7	1%	1.0	-1	3	-6%	0%
CCS(=O)(=O)N1CCc2cc(C(=O)Nc3cc([N+](=O)[O-])ccc3C)ccc21	nt	-1%	-0.9	-4%	-1.2	-13	0	-1%	-4%
Cc1onc(-c2ccccc2)c1C(=O)NCCc1ccncc1	-9	-6%	-0.1	24%	-0.8	0	-3	5%	6%
CCc1ccc(C2CC(c3ccccc3Cl)Nc3nc(N)nn32)cc1 (stereo not given)	2	-19%	2.6	7%[57.1 µM]	2.0	-7	-3	6%[57.1 µM]	-5%
COCCOC(=O)C1=C(N)OC2=C(C(=O)CC(C)(C)C2)C1c1ccncc1 (stereo not given)	-10	-15%	2.1	21%	0.8	0	3	7%	5%
O=C(OCc1nnc(-c2ccccc2)o1)c1cc(S(=O)(=O)N2CCOCC2)c(Cl)cc1Cl	38*	-3%	0.1	6%	0.3	-4	-1	9%[57.1 µM]	15%
O=C(Nc1ccc(OC(F)(F)F)cc1)c1n[nH]c(Cn2cncn2)n1	-1	-9%	-0.3	-11%	-0.1	-3	0	-3%	-3%
COc1cc(OC)c(NC(=O)Nc2ccc(OC)c(OC)c2)cc1Cl	6	-21%	-1.0	-5%[57.1 µM]	0.2	3	5	4%[57.1 µM]	1%
Cc1nnc(SC(C)C(=O)NCC2CCCO2)s1 (stereo not given)	31*	-10%	0.3	-6%	0.5	-3	0	-2%	1%
Cc1c(-c2cccc(Cl)c2)nc2ccccc2c1C(=O)NC1CC1	8	-20%	0.2	0%	-0.4	-3	-4	2%	0%
Cc1cc(C(=O)CN2CCCCC2)c(C)n1-c1ccc(F)cc1	11	-17%	0.2	7%	-0.3	0	-6	-1%	0%
O=C(c1ccc([N+](=O)[O-])cc1)N1CCN(C2=NS(=O)(=O)c3ccccc32)CC1	-7	-16%	0.6	-7%	1.6	5	-1	-7%	2%

# Reformatted: entries from further up
# The line under a structure holds: D2 antag | USP1-UAF1 inh | TRHR ag | TrxR1 inh | D2 agonist | TRHR enhancer | PI4K2A block | TrxR1 substrate | mIDH1 inhibitor
Cc1onc(-c2ccccc2)c1C(=O)NCCc1ccncc1
→ -9 | -6% | -0.1 | 24% | -0.8 | 0 | -3 | 5% | 6%
CCc1ccc(C2CC(c3ccccc3Cl)Nc3nc(N)nn32)cc1 (stereo not given)
→ 2 | -19% | 2.6 | 7%[57.1 µM] | 2.0 | -7 | -3 | 6%[57.1 µM] | -5%
COCCOC(=O)C1=C(N)OC2=C(C(=O)CC(C)(C)C2)C1c1ccncc1 (stereo not given)
→ -10 | -15% | 2.1 | 21% | 0.8 | 0 | 3 | 7% | 5%
O=C(OCc1nnc(-c2ccccc2)o1)c1cc(S(=O)(=O)N2CCOCC2)c(Cl)cc1Cl
→ 38* | -3% | 0.1 | 6% | 0.3 | -4 | -1 | 9%[57.1 µM] | 15%
O=C(Nc1ccc(OC(F)(F)F)cc1)c1n[nH]c(Cn2cncn2)n1
→ -1 | -9% | -0.3 | -11% | -0.1 | -3 | 0 | -3% | -3%
COc1cc(OC)c(NC(=O)Nc2ccc(OC)c(OC)c2)cc1Cl
→ 6 | -21% | -1.0 | -5%[57.1 µM] | 0.2 | 3 | 5 | 4%[57.1 µM] | 1%
Cc1nnc(SC(C)C(=O)NCC2CCCO2)s1 (stereo not given)
→ 31* | -10% | 0.3 | -6% | 0.5 | -3 | 0 | -2% | 1%
Cc1c(-c2cccc(Cl)c2)nc2ccccc2c1C(=O)NC1CC1
→ 8 | -20% | 0.2 | 0% | -0.4 | -3 | -4 | 2% | 0%
Cc1cc(C(=O)CN2CCCCC2)c(C)n1-c1ccc(F)cc1
→ 11 | -17% | 0.2 | 7% | -0.3 | 0 | -6 | -1% | 0%
O=C(c1ccc([N+](=O)[O-])cc1)N1CCN(C2=NS(=O)(=O)c3ccccc32)CC1
→ -7 | -16% | 0.6 | -7% | 1.6 | 5 | -1 | -7% | 2%

# Remaining list, next part:
SMILES	D2 antag	USP1-UAF1 inh	TRHR ag	TrxR1 inh	D2 agonist	TRHR enhancer	PI4K2A block	TrxR1 substrate	mIDH1 inhibitor
C/C(=N/NC(=O)C(=O)N/N=C(/C)c1ccccc1)c1ccccc1	-10	nt	0.0	nt	8.8	-2	nt	nt	nt
C/C(CC(=O)NC1CCCCC1)=N\NC(=O)c1ccc(Br)cc1	20	-6%	0.9	-38%	0.7	-3	-2	-13%[57.1 µM]	6%
C=CCn1c(CSc2nnc(-c3ccccc3)n2C)n[nH]c1=S	-6	-6%	-1.2	-1%[57.1 µM]	-0.2	5	-4	10%[57.1 µM]	3%
Cc1sc(NC(=O)c2ccco2)c(CN2CCN(c3ccc(F)cc3)CC2)c1C	33*	-18%	-0.4	34%[activator]	0.5	-7	-1	16%	-3%
COc1ccc(/C(N)=N/OC(=O)C2CCCCC2)cc1OC	8	-8%	0.0	10%	1.2	4	-5	-3%	12%
COc1cc(NC(=O)CN2C(=O)c3ccccc3C2=O)c(C(=O)O)cc1OC	6	-10%	0.3	4%	0.1	6	0	4%	5%
COc1ccc(NC(=O)N2CCN(c3nc4ccccc4n3C(C)C)CC2)cc1	25	-12%	-0.7	1%	1.3	0	2	6%	0%
CC(=O)c1cnc(SCCN2C(=O)c3ccccc3C2=O)nc1C	5	0%	-0.8	-10%	1.5	9	-1	-7%	-4%
COc1ccc([N+](=O)[O-])cc1N(CC(O)CN1CCCCC1)S(=O)(=O)c1ccccc1 (stereo not given)	-12	-23%	0.4	16%[57.1 µM]	0.9	18	1	7%[57.1 µM]	15%
COc1ccc(N2CC(C(=O)N[C@@H](C)C(=O)NC3CCCC3)CC2=O)cc1 (stereo not given in full)	-1	-9%	-0.3	-1%	1.0	10	0	?	3%
Cc1ccc(C(=O)/C=C/C(=O)c2ccc(C)cc2)cc1	-11	-13%	1.2	3.2µM*	-5.4	-7	-1	2%[57.1 µM]	0%
CCc1ccc(NC(=O)N[C@H](C(=O)O)C(C)CC)cc1 (stereo not given in full)	21	-15%	-0.4	19%	-3.4	-5	0	6%	8%
